HePTP inh: inhibitors of human HePTP phosphatase; P35236; recombinant HePTP phosphatase activity, OD absorbance; inhibition, % at 20 µM; actives 0.64% (n = 110,000); AID 521; in the data active = inhibition above about 50%;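 note: plate controls were vehicle for no effect and reference inhibitor for full effect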
Target sequence (P35236 whole entry, looked up): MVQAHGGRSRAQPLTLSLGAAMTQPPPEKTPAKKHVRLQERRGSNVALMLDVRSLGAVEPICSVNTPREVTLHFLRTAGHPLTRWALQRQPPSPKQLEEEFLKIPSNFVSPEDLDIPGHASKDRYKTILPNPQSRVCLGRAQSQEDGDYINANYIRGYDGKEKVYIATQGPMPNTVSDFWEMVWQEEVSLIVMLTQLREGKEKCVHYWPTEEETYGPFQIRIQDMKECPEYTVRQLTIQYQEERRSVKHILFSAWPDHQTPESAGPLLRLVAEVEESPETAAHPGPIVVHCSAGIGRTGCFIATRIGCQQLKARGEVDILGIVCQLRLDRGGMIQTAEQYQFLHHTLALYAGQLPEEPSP
BAP1 inh: human BAP1 deubiquitinase inhibition; actives 0.48% (n = 72,000); AID 436; activity remaining (% of control), % at 20 µM; recombinant BAP1, Ub-AMC hydrolysis fluorescence kinetic; hits give low values; Q92560;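 active = activity remaining at or below 50% of control, provided the compound also passes the data quality filters; inactive = the rest, including low values that fail the filters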;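 note: 100% = DMSO wells rate and 0% = substrate alone blank rate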
Target sequence (Q92560 whole entry, looked up): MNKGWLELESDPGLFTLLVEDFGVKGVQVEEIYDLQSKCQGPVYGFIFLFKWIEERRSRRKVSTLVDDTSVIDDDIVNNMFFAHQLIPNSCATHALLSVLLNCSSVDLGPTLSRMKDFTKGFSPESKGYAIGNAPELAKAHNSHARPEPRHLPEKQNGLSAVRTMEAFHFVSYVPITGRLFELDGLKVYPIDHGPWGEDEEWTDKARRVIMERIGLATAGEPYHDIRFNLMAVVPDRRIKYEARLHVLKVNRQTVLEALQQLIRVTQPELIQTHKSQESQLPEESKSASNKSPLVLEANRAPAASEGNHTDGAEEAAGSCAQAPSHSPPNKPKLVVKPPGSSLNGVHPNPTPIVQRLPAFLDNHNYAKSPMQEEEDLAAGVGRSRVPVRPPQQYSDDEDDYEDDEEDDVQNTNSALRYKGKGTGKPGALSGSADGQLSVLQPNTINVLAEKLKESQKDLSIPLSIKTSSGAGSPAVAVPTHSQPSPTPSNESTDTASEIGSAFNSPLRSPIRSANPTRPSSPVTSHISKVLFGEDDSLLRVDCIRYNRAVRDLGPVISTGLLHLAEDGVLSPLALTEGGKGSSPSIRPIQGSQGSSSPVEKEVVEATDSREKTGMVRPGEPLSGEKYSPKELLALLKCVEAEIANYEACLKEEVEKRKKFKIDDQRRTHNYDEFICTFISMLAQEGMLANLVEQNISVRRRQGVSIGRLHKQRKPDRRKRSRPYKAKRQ
* hit, by the source's call; nt = no result given.

SMILES | HePTP inh | BAP1 inh
O=C1NC(=O)C2(CCCCC2)N1 | nt | 117
COc1cccc(C(=O)Nc2ccc(-c3nnc(-c4ccco4)o3)cc2)c1 | -1 | 94
O=c1cc(CO)oc(C(Nc2ccccn2)c2ccc(C(F)(F)F)cc2)c1O (centres undefined) | 3 | 86
CCn1cc(Br)c(C(=O)Nc2ccc(OC)cc2)n1 | 5 | nt
CC1(C)COCN1S(=O)(=O)c1ccc(C(=O)Nc2nnc(-c3ccc(Cl)s3)o2)cc1 | 9 | 106
O=S(=O)(NC1CCCCC1NCc1ccco1)c1ccccc1 (centres undefined) | 0 | 97
CCN(CC)c1ccc2cc(-c3csc(C)n3)c(=O)oc2c1 | 6 | nt
COc1ccc(NC(C)=O)cc1NC(=O)CSc1nnc(-c2ccncc2)n1C | -1 | nt
CCc1ccc(OCC(=O)Nc2cc3nn(-c4ccc(OC)cc4)nc3cc2C)cc1 | -4 | nt
CCOc1cc(-c2noc(-c3ccncc3)n2)cc(Br)c1OC | 4 | 95
O=c1/c(=C/c2cccc(Br)c2)sc2nc3ccccc3n12 | 13 | nt
COc1ccc(C2C(C(=O)NCCN3CCOCC3)c3ccccc3C(=O)N2C2CCCCC2)cc1 (centres undefined) | 15 | 103
Cc1ccc(-c2cc(C(=O)NCc3cccnc3)no2)cc1 | 3 | nt
Cc1nnc(SCc2ccc(Cl)cc2Cl)[nH]c1=O | -8 | 90
COc1ccc(/C=C2/C(=O)NN(c3ccc(C)c(C)c3)C2=O)cc1OC | 10 | nt
Cn1nnnc1SCC(=O)N1CCc2ccccc2C1 | 3 | 105
NC(=O)Cn1cc(/C=C2\C(=O)NC(=O)N(Cc3ccccc3)C2=O)c2ccccc21 | 6 | nt
Cc1ccc(C(=O)Nc2ccc(OCc3ccccc3)cc2)cc1[N+](=O)[O-] | -11 | nt
CCOC(=O)c1cnc2c(-c3ccccc3)cnn2c1N | 0 | 111
Cc1cc(-c2ccc(/C=c3/sc4nc5ccccc5n4c3=O)o2)cc([N+](=O)[O-])c1C | -8 | nt
CCCn1c(-c2ccc(OC)cc2)nc2ccccc21 | 3 | 93
CCCN1C2=NCCN2c2ccccc21 | 9 | 96
O=c1[nH]cnc2nc3n(c12)CCCCC3 | 3 | 65
CCc1ccc(OC(=O)c2cccc(C(=O)OC)n2)cc1 | nt | 98

A second format for 21 compounds above:
molecule,HePTP inh,BAP1 inh
CCn1cc(Br)c(C(=O)Nc2ccc(OC)cc2)n1,5,nt
CC1(C)COCN1S(=O)(=O)c1ccc(C(=O)Nc2nnc(-c3ccc(Cl)s3)o2)cc1,9,106
O=S(=O)(NC1CCCCC1NCc1ccco1)c1ccccc1 (centres undefined),0,97
CCN(CC)c1ccc2cc(-c3csc(C)n3)c(=O)oc2c1,6,nt
COc1ccc(NC(C)=O)cc1NC(=O)CSc1nnc(-c2ccncc2)n1C,-1,nt
CCc1ccc(OCC(=O)Nc2cc3nn(-c4ccc(OC)cc4)nc3cc2C)cc1,-4,nt
CCOc1cc(-c2noc(-c3ccncc3)n2)cc(Br)c1OC,4,95
O=c1/c(=C/c2cccc(Br)c2)sc2nc3ccccc3n12,13,nt
COc1ccc(C2C(C(=O)NCCN3CCOCC3)c3ccccc3C(=O)N2C2CCCCC2)cc1 (centres undefined),15,103
Cc1ccc(-c2cc(C(=O)NCc3cccnc3)no2)cc1,3,nt
Cc1nnc(SCc2ccc(Cl)cc2Cl)[nH]c1=O,-8,90
COc1ccc(/C=C2/C(=O)NN(c3ccc(C)c(C)c3)C2=O)cc1OC,10,nt
Cn1nnnc1SCC(=O)N1CCc2ccccc2C1,3,105
NC(=O)Cn1cc(/C=C2\C(=O)NC(=O)N(Cc3ccccc3)C2=O)c2ccccc21,6,nt
Cc1ccc(C(=O)Nc2ccc(OCc3ccccc3)cc2)cc1[N+](=O)[O-],-11,nt
CCOC(=O)c1cnc2c(-c3ccccc3)cnn2c1N,0,111
Cc1cc(-c2ccc(/C=c3/sc4nc5ccccc5n4c3=O)o2)cc([N+](=O)[O-])c1C,-8,nt
CCCn1c(-c2ccc(OC)cc2)nc2ccccc21,3,93
CCCN1C2=NCCN2c2ccccc21,9,96
O=c1[nH]cnc2nc3n(c12)CCCCC3,3,65
CCc1ccc(OC(=O)c2cccc(C(=O)OC)n2)cc1,nt,98

New compounds follow:
SMILES | HePTP inh | BAP1 inh
Cc1ccc([N+](=O)[O-])c2c1NCC1CC=CC21 (centres undefined) | 9 | nt
Cc1cccc(NC(=O)CSc2nnc(-c3ccc(S(=O)(=O)N4CCCC4)cc3)o2)c1 | 1 | 98
CCN(CC)S(=O)(=O)c1cc(-c2nnc(-c3ccc(Br)cc3)o2)ccc1Cl | 3 | 64
O=C(NCCN1CCOCC1)c1ccc2c(c1)N(Cc1ccccc1)C(=O)CS2 | -6 | 114
O=C(O)CC(NC(=O)c1ccccc1)c1ccc(Cl)cc1 (centres undefined) | 5 | nt
CCOc1ccc(/C=N/N2CCN(C(c3ccccc3)c3ccccc3)CC2)cc1 | 2 | nt
O=c1c2ccccc2nc(SCc2nnc(-c3ccccc3Br)o2)n1Cc1ccco1 | 5 | nt
CCSc1oc(-c2cccs2)nc1S(=O)(=O)c1ccccc1 | 18 | 82
CCOC(=O)c1cnc2ccc(Br)cc2c1NCC(C)O (centres undefined) | 4 | 80
c1ccc(-c2cc(-c3cc(-c4ccccc4)on3)no2)cc1 | 1 | nt
Cc1ccc(OCC(=O)Nc2ccc(I)cc2C)c(C)c1 | 6 | nt
Cc1ccnc(NC(=O)C23CC4CC(CC(C4)C2)C3)c1 | 10 | 107
Cn1c(=O)c2c(nc(SCCCC#N)n2Cc2c(F)cccc2Cl)n(C)c1=O | -1 | 90
COc1ccc(C(=O)Nc2cc(OC)ccc2OC)cc1 | -8 | 70
CCOC(=O)c1ccccc1NC(=O)CSc1nc2c(c(=O)n(C)c(=O)n2C)n1C | 4 | 105
CCN(CC)C(=O)/C(=C/c1cccc([N+](=O)[O-])c1)NC(=O)c1ccc(C)cc1 | 5 | nt
Cn1nnnc1SCC(=O)Nc1ccc(Oc2ccc(Cl)cc2)cc1 | 4 | 78
CN(C)c1nc2n(c(=S)n1)CCS2 | -5 | 104
CCOC(=O)CSc1nnnn1-c1cccc2ccccc12 | -3 | 59
Cn1c2c(c(=O)n(C)c1=O)C(c1ccccc1OC(F)F)C1=C(CCCC1=O)N2 (centres undefined) | 0 | 100
CC(C1COc2ccccc2O1)N1C(=O)CCC1=O (centres undefined) | -2 | nt
O=C1CC(c2ccc(F)cc2)Cc2nc(N3CCOCC3)ncc21 (centres undefined) | 7 | 133
COc1ccc(C(c2nnnn2Cc2cccs2)N2CCN(c3ccccc3F)CC2)cc1OC (centres undefined) | -4 | 80
O=C(c1cccs1)N1CCN(Cc2cccc(Br)c2)CC1 | 9 | nt
CNc1ncnc2c1ncn2[C@H]1C[C@H](OP(=O)(O)O)[C@@H](COP(=O)(O)O)O1 | nt | 95
O=C(CCCOc1ccccc1)Nc1nccs1 | 7 | 107
CCc1c(O)nc(SCC(=O)Nc2ccc(OC)cc2)n(C2CCCCC2)c1=O | 11 | 99
CC(C)(C)OC(=O)NNC(=O)c1cccc(Cl)c1 | 0 | nt
Cc1ccc(/C=C2\SC(N3CCCCCC3)=NC2=O)cc1 | 4 | nt
CCCC(=O)Nc1ccc(NC(=O)c2cc([N+](=O)[O-])ccc2Br)cc1 | 4 | nt
COc1ccc(C(=O)O/N=C(\N)c2cccc([N+](=O)[O-])c2)cc1 | 6 | nt
O=C(CCn1cnc2ccccc2c1=O)Nc1ccc(S(=O)(=O)N2CCCC2)cc1 | -6 | 70
CCOc1ccc2nc(NC(=O)CN3CCC(n4nnc5cc(F)ccc54)CC3)sc2c1 | -4 | 36*
CC(C)C(=O)Nc1cccc(C(=O)NCc2ccc3c(c2)OCO3)c1 | -6 | 106
COc1ccc(S(=O)(=O)N/N=C/c2c(C)[nH]c3ccccc23)cc1 | -3 | nt
Cc1cc(C)cc(C2CC(C)(O)CC(c3cc(C)cc(C)c3)S2)c1 (centres undefined) | nt | 81
COc1ccc(C2/C(=C(\O)c3ccccc3)C(=O)C(=O)N2CCN(C)C)c(OC)c1 (centres undefined) | -2 | nt
COCCCNC(=O)c1ccccc1[N+](=O)[O-] | 8 | nt
OCCNc1nc2ccccc2n1-c1ccccc1 | -15 | 88
CCNc1nc(Oc2ccc(C(=O)OC)cc2)nc(N(C)C)n1 | 6 | 102
CC(C(=O)NCC1CCCO1)N(C(=O)c1snc(C(N)=O)c1N)c1ccccc1 (centres undefined) | 7 | nt
Cc1ccc(NC(=O)C(C)N2C(=O)C3CC=C(Cl)CC3C2=O)cc1 (centres undefined) | 8 | 69
COC(=O)c1nnn(-c2ccccc2)c1N | 11 | 82
Cc1ccc(N=C2NC(=O)/C(=C\c3cccc(Br)c3)S2)cc1C | -9 | nt
O=C(NCCCO)C(=O)NCCc1ccc(Cl)cc1 | -18 | nt
CCC(=O)n1nc(-c2ccccc2)nc1NCc1ccccc1 | -12 | 83
CN(C)CC1C(=O)N(c2ccccc2)N(c2ccccc2)C1=O | 5 | nt
COC(=O)C1=C(C)N(C)C(C)=C(C(=O)OC)C1c1ccc(C(F)(F)F)cc1 | -3 | 73
COC(=O)c1cc(Br)c(=O)n(Cc2ccncc2)c1 | 8 | 83
O=C1NC(=O)C(=Cc2cc([N+](=O)[O-])cc(Br)c2O)C(=O)N1 | -2 | nt
CC(=O)Nc1ccc(NC(=O)c2ccccc2N(C)S(C)(=O)=O)cc1 | 8 | 116
Cn1c(=O)c2cc(C#N)c(N)nc2n(C)c1=O | 8 | nt
CCOc1ccc(N(CC(=O)OC)S(=O)(=O)c2ccc(Cl)cc2)cc1 | 5 | nt
O=S(=O)(Nc1nc2ccccc2nc1NCc1ccccc1)c1ccc(Cl)cc1 | -8 | nt
C=CCn1c(SCc2csc(C)n2)nc2sc3c(c2c1=O)CCCCC3 | 7 | nt
COc1ccc(/C=C2\SC(=O)N(CC(=O)NC(C)(C)C)C2=O)cc1OC | 4 | nt
O=C(c1ccccc1)N(CCN1CCOCC1)C1(C(=O)Nc2ccccc2)CCCCC1 | -8 | 103
O=C(NCc1ccccc1)c1cccc(NC(=O)c2ccco2)c1 | 1 | nt
COC(=O)c1ccc(C(=O)OC)c(NC(=O)/C=C/c2ccccc2)c1 | 0 | nt
NC(=O)/C=C/C(=O)Nc1ccc2c(c1)OCO2 | 8 | nt

Shown as a hit in BAP1 inh, among the entries above:
SMILES | HePTP inh | BAP1 inh
CCOc1ccc2nc(NC(=O)CN3CCC(n4nnc5cc(F)ccc54)CC3)sc2c1 | -4 | 36*

Other results.
SMILES | HePTP inh | BAP1 inh
C/C(O)=C(\C(=S)NC(=O)c1ccccc1)C(N)=NC(=O)c1ccccc1 | 4 | nt
CCOC(=O)C1=C(C)N=c2s/c(=C\c3ccc([N+](=O)[O-])cc3)c(=O)n2C1c1ccc(Cl)cc1 (centres undefined) | -15 | nt
O=C(NCc1cn2ccsc2n1)Nc1cccc(Cl)c1 | -1 | 120
CCCOc1ccc(C(=O)Nc2ccccc2C(=O)OC)cc1 | 5 | nt
COc1ccc(Br)cc1/C=C/C(=O)Nc1ccc(N2CCCCC2)cc1 | -1 | nt
COc1ccc(CCNC(=O)C(=O)Nc2ccc(C)cc2)cc1 | -13 | nt
O=C(O)C1CCCCC1C(=O)Nc1cnn(Cc2ccccc2)c1 (centres undefined) | 13 | 98
CC(=O)Nc1ccc(-c2nc(-c3ccccc3)c(-c3ccccc3)[nH]2)cc1 | -6 | nt
O=C(NCc1cccs1)C1CCN(c2nc3ccccc3o2)CC1 | 5 | 104
COC(=O)C(C)Nc1n[nH]c(=S)[nH]c1=O (centres undefined) | nt | 181
O=C(COC(=O)C1(c2ccccc2)CC1)N1CCN(c2ccc(F)cc2)CC1 | -9 | 106
O=[N+]([O-])c1ccc2c(c1)c(C1=NCCCCC1)c(O)n2-c1c(Cl)cccc1Cl | -14 | nt
O=C(O)CC(NC(=O)Cc1ccccc1)c1ccccc1 (centres undefined) | 5 | nt
O=C(c1cc2c(=O)oc3ccccc3c2s1)N1CCOCC1 | -8 | 81
O=C(N/N=C/c1ccc([N+](=O)[O-])o1)c1ccc(Cl)c(Cl)c1 | 14 | nt
COc1ccc2oc(=O)c(C(=O)NCCC3=CCCCC3)cc2c1 | -20 | nt
O=C(CC1OC(=O)c2ccccc21)NC1CCCCC1 (centres undefined) | 6 | 95
O=C(c1ccccc1)N1CCCOC1c1ccccc1 (centres undefined) | 8 | 111
COc1cccc(C2C(C(N)=O)=C(C)Nc3nc(CCCO)nn32)c1OC (centres undefined) | 2 | 89
O=S1(=O)CCC(NCC2CCCO2)C1 (centres undefined) | 7 | 97
CC(=O)Nc1ccc(S(=O)(=O)n2nc(C)c(Sc3ccc(Cl)cc3)c2C)cc1 | nt | 56
CCOC(=O)N1CCN(C(=O)c2ccc3c(c2)sc2nc(-c4ccccc4)cn23)CC1 | 8 | 96
CCCCOC(=O)C1=C(C)N(C)C(=O)NC1c1ccccc1[N+](=O)[O-] (centres undefined) | nt | 52
CCN(CC)CCCNC(=O)Cn1ncc2c(=O)oc3ccc(C)cc3c21 | 4 | 104
O=[N+]([O-])c1cccc(S(=O)(=O)N2CCc3ccccc3C2)c1 | -3 | nt
CCCOC(=O)c1ccc(NC(=O)c2cc(I)ccc2Cl)cc1 | -2 | nt
O=C(Nc1ccc(Cl)cc1)C1CC2c3ccccc3C1c1ccccc12 (centres undefined) | 0 | nt
COC(=O)c1cc(Br)c(=O)n(-c2nccs2)c1 | 5 | 69
COc1cc(C)nc(Oc2ccc(OCCOc3ccc(C)cc3)nn2)n1 | -7 | 83
CC1CCN(C(=O)C2CCN(C(=O)c3cc4sccc4n3Cc3ccc(F)cc3)CC2)CC1 | 4 | 86
COc1ccc(OC(C)C(=O)Nc2ccccc2F)cc1 (centres undefined) | 8 | nt
O=C(NCC(c1cccnc1)N1CCN(c2ccccc2F)CC1)c1cccc(Cl)c1 (centres undefined) | -7 | 99
O=C(CN1C(=O)/C(=C/c2cccc(Br)c2)SC1=S)Nc1ccc2c(c1)OCO2 | 5 | nt

From PubChem
